From PubChem
TRPC4 PAM = TRPC4 (mouse) allosteric potentiation; AID 2227; 0.42% of 310,000 active; Q9QUQ5; B-score at 10 µM; HEK293 TRPC4beta/mu-opioid, DAMGO EC20, Fluo-4 Ca2+ flux; active compounds read high;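 active means B-score of calcium response area above 5 SD of library B-scores, with initial fluorescence ratio within 5 SD of library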;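 further: B-score of integrated fluorescence ratio over time as area under calcium response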
Target sequence (Q9QUQ5 whole entry, looked up): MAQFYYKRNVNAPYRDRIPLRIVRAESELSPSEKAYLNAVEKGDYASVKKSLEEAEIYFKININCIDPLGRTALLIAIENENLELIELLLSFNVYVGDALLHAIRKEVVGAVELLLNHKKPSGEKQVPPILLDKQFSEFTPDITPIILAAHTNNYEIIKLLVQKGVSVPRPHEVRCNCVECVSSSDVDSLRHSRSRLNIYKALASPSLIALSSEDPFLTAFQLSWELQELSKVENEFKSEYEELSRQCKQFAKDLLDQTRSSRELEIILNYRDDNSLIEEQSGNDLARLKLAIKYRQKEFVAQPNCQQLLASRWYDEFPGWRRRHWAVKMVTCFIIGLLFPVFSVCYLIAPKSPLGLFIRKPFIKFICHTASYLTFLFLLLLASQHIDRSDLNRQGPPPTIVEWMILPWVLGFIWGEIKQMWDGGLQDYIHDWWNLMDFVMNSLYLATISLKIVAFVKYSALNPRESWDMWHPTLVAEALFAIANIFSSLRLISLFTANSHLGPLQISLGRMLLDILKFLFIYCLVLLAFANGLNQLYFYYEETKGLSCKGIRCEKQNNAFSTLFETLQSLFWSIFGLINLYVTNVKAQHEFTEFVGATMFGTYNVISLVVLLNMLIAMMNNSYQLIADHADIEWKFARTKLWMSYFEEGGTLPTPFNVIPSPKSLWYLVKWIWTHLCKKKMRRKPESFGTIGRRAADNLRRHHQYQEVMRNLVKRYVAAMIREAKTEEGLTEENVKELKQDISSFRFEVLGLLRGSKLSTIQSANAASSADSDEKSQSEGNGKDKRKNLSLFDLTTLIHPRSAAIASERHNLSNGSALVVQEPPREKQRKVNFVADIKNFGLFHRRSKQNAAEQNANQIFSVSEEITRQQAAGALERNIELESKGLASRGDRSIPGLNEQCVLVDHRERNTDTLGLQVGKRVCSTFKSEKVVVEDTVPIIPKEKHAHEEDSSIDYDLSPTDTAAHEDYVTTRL
SKKanGAS inh = inhibitors of SKKanGAS S. pyogenes growth in kanamycin (SK-promoter or general growth effect). AID 1662. inhibition, % at 7.5 µM. 1.3% of 300,000 active. BacTiter-Glo, 6 h;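 active means mean replicate score, as percent of positive control median, at least 50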;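 further: strain carries kanamycin resistance gene driven by streptokinase promoter and grows in 40 µg/ml kanamycin; loss of luminescence reflects streptokinase promoter inhibition or plain growth inhibition; 0% = median of DMSO wells and 100% = positive control at its reference dose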
TRPC6 inh = mouse TRPC6 channel inhibition; Q61143; HEK293-TRPC6, membrane potential dye, ACh-evoked depolarization; active compounds read low; B-score at 10 µM; 1.1% of 310,000 active;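 active means B-score under library mean minus 3 SD, initial fluorescence not abnormally high, positive integrated signal ratio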;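 further: B-score derived from integrated fluorescence ratio over the kinetic read; more negative B-score means stronger inhibition of depolarization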
TRPC4 block = TRPC4 (mouse) channel inhibition | Q9QUQ5 | HEK293 TRPC4beta/mu-opioid, DAMGO-evoked Fluo4 calcium flux; active compounds read low | B-score at 10 µM | 0.39% of 300,000 active | AID 2247;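 active means B-score over 3 SD under the library average, no early fluorescence shift, positive overall ratio signal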
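System: stable TRPC4beta/mu-opioid receptor HEK293 cells; Dosing: single-point compound dosing; Measured by: Fluo4 Ca2+ flux fluorescence; Read-out basis: per-well B score of integrated baseline-normalized Fluo4 ratio.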
aSyn UTR inh = MLPCN primary screen, SNCA 5' untranslated region; 0.82% of 300,000 active; alpha-synuclein 5'UTR reporter, inhibitor activity; inhibition, % (tested at 7.5 µM); in the data active means inhibition above about 60%;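 further: H4 neuroglioblastoma cells stably carrying SNCA 5'UTR luciferase fusion; 0% = DMSO wells and 100% = positive control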
HIF act = HIF pathway transcriptional activation; activation, % at 7.5 µM (by protocol); U2OS HRE-luciferase reporter, luminescence; normalized: DMSO 0%, desferrioxamine 100%; 0.32% of 300,000 active;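 active means mean activation of at least 10% of the iron chelator positive control signal, with at least half of replicates also reaching 10%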
IEC-6 cytotox = IEC-6 cytotoxicity, counter-screen for KLF5 inhibitors; luminescence viability; AID 1825; inhibition, % at 5 µM; 0.78% of 290,000 active; in the data active means inhibition above about 22%;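 further: 0% = plate median of test compound wells and 100% = cytotoxic reference compound wells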
TRPC6 activator = mouse TRPC6 channel activation; HEK293-TRPC6 membrane potential dye fluorescence; active compounds read high; B-score at 10 µM; 0.13% of 310,000 active; AID 2550;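 active means B-score of the integrated fluorescence ratio above library mean plus 3 SD, and starting fluorescence ratio within library mean plus 5 SD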;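 further: higher score means more depolarization so channel activation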
TRPC4 act = TRPC4 (mouse) channel activation; Q9QUQ5; HEK293 TRPC4beta/mu-opioid, Fluo4 calcium fluorescence; active compounds read high; B-score at 10 µM; 0.49% of 310,000 active;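 active means B-score above 5 SD of library B-scores, and initial fluorescence ratio not above library mean plus 5 SD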;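 further: positive B-score marks a calcium rise read as TRPC4 activation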
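system = HEK293 cells stably co-expressing mouse TRPC4beta and mu-opioid receptor | schedule = Fluo4 dye loading 45 min at room temperature, 110 s recording | measure = B-scored integrated calcium fluorescence ratio | signal = Fluo4 calcium-sensitive dye fluorescence, kinetic, 1 Hz baseline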
MrgX1 antag = blocks BAM8-22 activation of human MrgX1 receptor | MRGX1-HEK293 calcium flux, Fluo-4, BAM8-22 antagonism; active compounds read low | B-score at 10 µM | 1.3% of 310,000 active | AID 588676;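 active means calcium-response B-score plate-corrected more than 3 library SD below zero, starting fluorescence within 5 deviations, no agonist response on first addition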;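 further: peak minus trough fluorescence over baseline after final BAM8-22 challenge near maximal dose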
KLF5 inhibitor = suppresses KLF5 promoter-driven expression; DLD-1 KLF5 promoter-luciferase reporter, luminescence; inhibition, % at 5 µM; 0.23% of 290,000 active; AID 1700;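 active means inhibition above a per-plate limit of that plate's mean compound inhibition plus 3 SD, cut at about 60% in these data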;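 further: 0% = DMSO wells and 100% = LY294002 at 200 µM; higher means less KLF5 promoter-driven luciferase light; inactives centre near -14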
The depositor's hits bear a star; i = inactive; x = not tested or not shown.

SMILES	TRPC4 PAM	SKKanGAS inh	TRPC6 inh	TRPC4 block	aSyn UTR inh	HIF act	IEC-6 cytotox	TRPC6 activator	TRPC4 act	MrgX1 antag	KLF5 inhibitor
Cc1nn(CCCC(=O)NCCc2ccc(Cl)cc2)c(=O)c2nn(-c3ccccc3)c(C)c12	i	-1	i	i	24	0.0	-9	i	i	i	-19
COc1ccc(C(=O)C(CCC(CNC(C)(C)C)C(=O)c2ccc(OC)cc2)CNC(C)(C)C)cc1 (stereo unspecified)	i	0	i	i	65*	-1.4	71*	i	i	i	-3
CSc1nsc(SCC(=O)N2CCN(c3ccccc3)CC2)n1	i	-4	i	i	16	-0.2	13	i	i	i	8
COc1cccc(CN2CCNC(=O)C2CC(=O)N(C)C2CCCCC2)c1 (stereo unspecified)	i	-2	i	i	-29	0.6	4	i	i	i	-12
CCOC(=O)N1CCN(C(=O)Nc2ccccc2)CC1	i	-5	i	i	0	0.1	0	i	i	i	-11
COc1cc(NC(=O)c2ccc(-c3cccc([N+](=O)[O-])c3)o2)ccc1NC(=O)C(C)C	i	15	i	i	-6	-0.9	4	i	i	i	-33
N=C1C(c2nc3ccccc3s2)=C(O)CN1c1ccccc1	i	6	i	i	-120	2.8	14	i	i	i	-20
c1ccc(-c2csc3ncnc(N4CCc5ccccc5C4)c23)cc1	i	89*	i	i	35	-0.4	-1	i	i	i	-44
CC1(C)Cc2ccccc2C2CC(O)C(=O)N21 (stereo unspecified)	i	5	i	i	-15	0.1	4	i	i	i	-22
CCCCC(=O)Nc1ccc(C(=O)NNC(=O)CCc2ccccc2)cc1	i	-5	i	i	-3	0.1	-4	i	i	i	-7

The closing 6 records of the section above lead into the next.
SMILES	TRPC4 PAM	SKKanGAS inh	TRPC6 inh	TRPC4 block	aSyn UTR inh	HIF act	IEC-6 cytotox	TRPC6 activator	TRPC4 act	MrgX1 antag	KLF5 inhibitor
CCOC(=O)N1CCN(C(=O)Nc2ccccc2)CC1	i	-5	i	i	0	0.1	0	i	i	i	-11
COc1cc(NC(=O)c2ccc(-c3cccc([N+](=O)[O-])c3)o2)ccc1NC(=O)C(C)C	i	15	i	i	-6	-0.9	4	i	i	i	-33
N=C1C(c2nc3ccccc3s2)=C(O)CN1c1ccccc1	i	6	i	i	-120	2.8	14	i	i	i	-20
c1ccc(-c2csc3ncnc(N4CCc5ccccc5C4)c23)cc1	i	89*	i	i	35	-0.4	-1	i	i	i	-44
CC1(C)Cc2ccccc2C2CC(O)C(=O)N21 (stereo unspecified)	i	5	i	i	-15	0.1	4	i	i	i	-22
CCCCC(=O)Nc1ccc(C(=O)NNC(=O)CCc2ccccc2)cc1	i	-5	i	i	-3	0.1	-4	i	i	i	-7
CCCc1cc(=O)[nH]c(SCC(=O)N2CCC(C)CC2)n1	i	-3	i	i	0	0.3	2	i	i	i	-18
CC1=CC(C)(C)N2C(=O)C3(C(C#N)=C(N)OC4=C3C(=O)CC(C)(C)C4)c3cc(C)cc1c32 (stereo unspecified)	i	-5	i	i	4	-0.6	-2	i	i	i	-7
CSCCC(NC(=O)c1ccco1)C(=O)NCc1ccc(F)cc1 (stereo unspecified)	i	-2	i	i	-18	0.0	-2	i	i	i	-11
N#Cc1ccc(COC(=O)CSc2nnc(N)s2)cc1	i	-3	i	i	2	0.0	3	i	i	i	-20
Cc1cccc(-c2cc3nc(C)cc(NCCCN(C)C)n3n2)c1	13*	0	-7.2*	i	5	0.3	1	i	i	i	-16
CCOc1cc(/C=C/C(=O)c2ccc(O)cc2)ccc1OCC(=O)N(C)C	i	1	i	i	-94	-0.1	1	i	i	i	-22
COc1cccc(C(O)Cc2nc3ccccc3n2C)c1OC (stereo unspecified)	i	-11	i	i	-19	3.5	0	i	i	i	-45
C/C(Cn1nnc([N+](=O)[O-])n1)=N\NC(=O)c1ccc(O)cc1O	i	-6	i	i	-16	2.1	-4	i	i	i	-8
O=C(O)c1cc2c(cc1NC(=O)c1c(F)cccc1F)OCCCO2	i	-6	i	i	-11	-0.2	1	i	i	i	-31
CC1CCC(NC(=O)c2cc(S(=O)(=O)N3CCCCC3)c[nH]2)CC1 (stereo unspecified)	i	4	i	i	17	-0.3	2	i	i	i	-30
O=C(COc1ccc(S(=O)(=O)N2CCOCC2)cc1)NC1CC1	i	5	i	i	3	-21	10	i	i	i	4
O=C(Cn1nnc(-c2ccccc2)n1)NCc1ccccc1	i	-3	i	i	-7	x	7	i	i	i	-10
O=C(Nc1ccc(Cl)c(Cl)c1)N1CCC(N2CCCCC2)CC1	i	2	i	i	-6	0.4	1	i	i	i	-36
Cc1ccc(NC(=O)CSCc2ccc(F)cc2)cc1	i	-15	i	i	-81	2.9	0	i	i	i	-11
CN(C)C(=O)CSc1nnc(NC(=O)CCc2ccccc2)s1	i	-2	i	i	18	0.5	-1	i	i	i	-25
COc1ccc(N2C(=O)C3C(C2=O)C2C=CC3C23CC3)c([N+](=O)[O-])c1 (stereo unspecified)	i	4	i	i	15	-0.1	-2	i	i	i	-13
C=CCn1c(N)c(C(=O)NCCC2=CCCCC2)sc1=S	i	0	i	i	-5	1.4	0	i	i	i	-92
Cc1nc(-c2ccc(S(=O)(=O)Oc3ccccc3Cl)s2)cs1	i	0	i	i	-68	0.8	9	i	i	i	-43
O=C(Nc1cccnc1)c1ccc(Cl)c(Cl)c1	i	-1	i	i	-38	-0.8	4	i	i	i	-32
Cc1nnc(SCC(=O)NC2CC2)n1-c1ccccc1	i	0	i	i	6	-0.2	-4	i	i	i	-45
Cc1ccc(NC(=O)C2CCN(S(=O)(=O)c3c(C)noc3C)CC2)cc1C	i	-21	i	i	10	0.2	-1	i	i	i	-27
N#Cc1cc(C(=O)c2ccccc2OCC(=O)Nc2ccccc2Cl)cn(C2CCCCC2)c1=O	i	2	i	i	50	-0.3	-8	i	i	i	-6
COc1cccc(C(C)NC(=O)Cc2cccs2)c1 (stereo unspecified)	i	-5	i	i	10	-1.2	-4	i	i	i	-13
Nc1nc(SCC(=O)N2CCCc3ccccc32)n(-c2ccccc2)n1	i	-5	i	i	10	0.2	-8	i	i	i	-7
COc1ccccc1C(=O)Nc1ccc(Cc2ccncc2)cc1	i	-8	i	i	3	x	-9	i	i	i	-46
Cc1oc(-c2ccc(Cl)cc2)nc1CS(=O)CC(=O)NCc1ccccc1 (stereo unspecified)	i	1	i	i	-3	0.2	0	i	i	i	-40
CCCCN(C)C(=O)c1sc2ncn(CC)c(=O)c2c1C	i	6	i	i	-3	-1.1	0	i	i	i	-23
O=C1CCN(CCc2ccccc2)CCN1CCSc1ccccc1	i	0	i	i	-69	1.7	-1	i	i	i	-54
Cc1nccn1CCC(=O)Nc1ccc(Cl)cc1	i	-2	i	i	-3	-0.6	3	i	i	i	7
Cc1cc(-c2csc(N)n2)c(C)n1Cc1ccco1	i	12	i	x	-16	-0.5	-11	i	i	i	-12
COc1cccc(-c2c(NC(C)=O)n(C)c3ccccc3c2=O)c1	i	10	i	i	3	1.0	2	i	i	i	-30
CC(=O)C1=C(O)C(=O)N(CCc2c[nH]c3ccccc23)C1c1ccc(O)cc1 (stereo unspecified)	i	-9	i	i	11	0.2	0	i	i	i	-20
O=C(NC(NCc1ccccn1)(C(F)(F)F)C(F)(F)F)c1ccco1	i	-4	i	x	-52	0.0	4	i	i	i	4
CSCCC(NC(=O)C1CCCC1)c1nnc2ccccn12 (stereo unspecified)	i	-2	i	i	9	1.6	1	i	i	i	-27
COc1cc2c(cc1OC)C(COc1ccccc1OC)N(C(C)=O)CC2 (stereo unspecified)	i	2	i	i	-2	-3.1	2	i	i	i	-19
CC(C)(C)NS(=O)(=O)c1cc(C(=O)O)ccc1Cl	i	1	i	i	8	-0.1	-1	i	i	i	-4
O=C(NN=C1CCCC1)c1ccn[nH]1	i	1	i	i	-77	2.4	5	i	i	i	-76
CCOCCOC(=O)C(C)Oc1ccc(Oc2ncc(Cl)cc2Cl)cc1 (stereo unspecified)	i	-18	i	i	-13	-0.1	0	i	i	i	-3
Cc1ccc(OCC(=O)NCC2CCCO2)c(C)c1 (stereo unspecified)	i	-3	i	i	-43	1.9	-4	i	i	i	-8
O=C1CCCc2c1nc(-c1ccc(F)cc1)n2O	i	-3	i	i	-10	0.2	1	i	i	i	-15
Cn1c(CNC(=O)CCNC(=O)c2cccc(Cl)c2)cc(=O)n(C)c1=O	i	-1	i	i	0	-0.4	4	i	i	i	-12
Cc1ccccc1-c1cc(=O)c2c(O)cccc2o1	i	0	i	i	3	0.5	x	i	i	i	x
CCn1c(CNc2ccc(F)cc2)nnc1SCC(=O)Nc1ccccc1OC	i	-9	i	i	2	-1.6	-3	i	i	i	-14
Cc1cc2ccccc2nc1SCC(=O)NC1CCCC1	i	4	i	i	-7	-0.2	-7	i	i	i	-13
C/C(=N\NC(=O)CN1CCN(S(=O)(=O)c2ccc(C)cc2)CC1)c1ccc(O)cc1	i	-4	i	i	-2	-0.3	-9	i	i	i	-20
C/C(=N\NC(=O)CNC(=O)C(c1ccccc1)c1ccccc1)c1ccc(C(C)(C)C)cc1	i	3	i	i	29	-0.3	-4	i	i	i	-22
Cc1cnc(C(=O)OCC(=O)c2ccc(C3CCCCC3)cc2)cn1	i	35	i	i	-5	-0.4	x	i	i	i	x
C=CCOc1ccc(CNCc2cccnc2)cc1	i	-4	i	i	-30	1.2	0	i	i	i	-117
O=C(N/N=C/c1cccc(O)c1)C(=O)N1CCCCCC1	i	-2	i	i	10	0.4	-1	i	i	i	-19
COc1ccccc1C(C[N+](=O)[O-])c1c[nH]c2ccccc12 (stereo unspecified)	i	4	i	i	6	1.5	9	i	i	i	5
CCc1nc(N2CCN(S(C)(=O)=O)CC2)c2c3c(sc2n1)CCCC3	i	6	i	i	-10	-0.1	-2	i	i	i	5
COc1cc(C=O)ccc1OCCOCCOc1c(C)cc(Cl)cc1Cl	i	-27	i	i	20	-0.2	0	i	i	i	-2
OCCC1CN(Cc2nc3c(s2)CCCC3)CCN1CCc1ccccc1 (stereo unspecified)	i	4	i	i	-18	0.3	-1	i	i	i	10

A different layout for 2 compounds above:
| compound | TRPC4 PAM | SKKanGAS inh | TRPC6 inh | TRPC4 block | aSyn UTR inh | HIF act | IEC-6 cytotox | TRPC6 activator | TRPC4 act | MrgX1 antag | KLF5 inhibitor |
| --- | --- | --- | --- | --- | --- | --- | --- | --- | --- | --- | --- |
| CCn1c(CNc2ccc(F)cc2)nnc1SCC(=O)Nc1ccccc1OC | i | -9 | i | i | 2 | -1.6 | -3 | i | i | i | -14 |
| Cn1c(CNC(=O)CCNC(=O)c2cccc(Cl)c2)cc(=O)n(C)c1=O | i | -1 | i | i | 0 | -0.4 | 4 | i | i | i | -12 |
